Screening data: PubChem, Small Molecule Screening Facility, UW Madison
PriA SSB inh – inhibitors of Klebsiella pneumoniae PriA binding to SSB C-terminal tail | 430,000 compounds, 0.6% hits | inhibition, % at 33 µM | AlphaScreen SSBct-PriA binding, biotinylated peptide; in the data active = inhibition mostly above about 37%, no sharp cut-off; inactive = mostly below about 20%;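 also: plate controls were negative control peptide for no effect and reference peptide for full effect; strong numbers were not always called active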
An asterisk follows results filed as active; & = joins results of further samples.

Start of the listing, in advance:
SMILES	PriA SSB inh
COc1cc2cc(C(=O)NN=Cc3ccc(F)cc3)[nH]c2cc1OC	2.2
S=c1[nH]nc(OCc2ccc(Cl)cc2Cl)n1-c1ccccc1	-3.0
O=C(Cn1c(S(=O)(=O)Cc2ccccc2)nc2ccccc21)N1CCCc2ccccc21	5.0
COc1cccc(C=NNc2ncnc(Cl)c2N)c1O	90.5
Cc1c(C(=O)NN=Cc2cccs2)nc2ccccn12	-9.2

The listing (from the top)
SMILES	PriA SSB inh
COc1cc2cc(C(=O)NN=Cc3ccc(F)cc3)[nH]c2cc1OC	2.2
S=c1[nH]nc(OCc2ccc(Cl)cc2Cl)n1-c1ccccc1	-3.0
O=C(Cn1c(S(=O)(=O)Cc2ccccc2)nc2ccccc21)N1CCCc2ccccc21	5.0
COc1cccc(C=NNc2ncnc(Cl)c2N)c1O	90.5
Cc1c(C(=O)NN=Cc2cccs2)nc2ccccn12	-9.2
Cc1ccc(/C=C/S(=O)(=O)N2CCN(c3cc(C4CC4)ncn3)CC2)cc1	-6.0
Cc1cc(C)c(NC(=O)COC(=O)c2ccco2)c(C)c1	-2.0
CCn1nc(C)cc1C(=O)N(CC1CCCO1)c1nc2cc(C)cc(C)c2s1 (stereo not given)	4.0
O=C(Cc1csc(Nc2ccccc2)n1)NCCc1c[nH]c2ccccc12	21.0
O=C(Cc1cccc2ccccc12)NCC1CCN(C(=O)c2ccoc2)CC1	-11.0
O=C(Nc1cnc(N2CCN(c3ccccc3)CC2)nc1)c1ccccc1Cl	-14.0
CC(C)c1ccc2c(c1)sc(=NC(=O)c1ccc(S(=O)(=O)N(C)C)cc1)n2C	-17.0
CS(=O)(=O)N1N=C(c2ccco2)CC1c1ccc2nccnc2c1 (stereo not given)	-6.0
O=C(COc1ccccc1F)NCC[C@H](O)c1cc2ccccc2o1	-9.0
COc1ccc(NC(=O)c2c(O)c3c(C)c(C(=O)N(C)C)sc3[nH]c2=O)cc1Cl	-1.0
CSc1cccc(C(=O)Nc2sc3c(c2C(N)=O)CCN(C(C)C)C3)c1	6.0
O=S(=O)(c1ccc2c(c1)Cc1cc(S(=O)(=O)N3CCOCC3)ccc1-2)N1CCOCC1	-17.0
O=C(O)COc1ccc(C=NO)cc1Br	-1.5
CCOc1ccc(C(=O)Nc2c(N)nc(SCC(=O)NC3CCCCC3)[nH]c2=O)cc1	0.0
COC(=O)c1ccc(S(=O)(=O)N2CCC(n3ccnn3)C2)cc1 (stereo not given)	-11.0
CC(=NNC(=O)CNC(=O)c1ccco1)c1ccco1	-2.1
C=C(C)C(=O)Oc1ccc(N2C(=O)C3C4C=CC(C4)C3C2=O)cc1 (stereo not given)	-21.0
O=C(Cn1c(-c2ccccn2)nc2ccccc21)Nc1ccc(OC(F)(F)F)cc1	-19.0
O=C(NCc1nnnn1C1CCCCC1)c1c(F)cccc1F	-2.0
CCCS(=O)(=O)N1CCc2ccc(NC(=O)c3ccc(OC)cc3OC)cc2C1	-3.0
COC(=O)CCc1csc(N)n1	-14.0&14.0
Cc1noc(C)c1CC(=O)N1CCSC(c2ccccc2F)CC1 (stereo not given)	-14.0
Cc1cc(NC(=O)CCS(=O)(=O)c2ccc(Cl)cc2)n(C)n1	-12.0
CC(C)C(=O)N1CCCc2ccc(NC(=O)C(=O)NC3CCCCC3)cc21	1.0
O=C(Nc1ccc2c(c1)OCCO2)c1cccc(NS(=O)(=O)c2cccc(F)c2)c1	-8.0&-6.0
COc1cccc(C(=O)N2CCN=C2SCc2ccc(Cl)cc2Cl)c1	-11.0
COc1ccc(C(=O)Nc2nc(CC(=O)NCc3cccnc3)cs2)cc1	-8.0
O=C(NCc1nccc(N2CCCC2)n1)c1ccc2c(c1)OCO2	-9.0
COCCNC(=O)NCC1CCN(c2ccc(C)nn2)CC1	-5.0
O=C1c2cccc3cccc(c23)C(=O)N1CCCSc1nnc(-c2ccncc2)n1-c1ccccc1	-3.0
CC(=O)c1ccc(NC(=O)CCSc2ccc(F)cc2)cc1	-9.0
CC(=O)Nc1ccc(C(=O)N2CCC[C@H](Cc3nc(C4CC4)no3)C2)cc1	-10.0
C=C(C)COc1ccc([N+](=O)[O-])cc1	-15.0
COc1ccccc1CCNC(=O)CSc1ccc(-c2cccc([N+](=O)[O-])c2)nn1	1.0
O=C(c1ccccc1)N1CCN(c2ccc(-c3ccncc3)nn2)CC1	-7.0
O=C(O)c1ccc(NN=Cc2ccc(-c3ccccc3)cc2)cc1	1.9
O=C(Nc1cnn(CC2CCOCC2)c1)c1ccc(C(F)(F)F)cc1	-15.0
O=C(Nc1nc2ccc(Br)cc2s1)c1ccccc1Oc1ccccc1	-14.0
CC(C)Oc1ccc(C(=O)Nc2ccc(Br)c(C(=O)c3ccccc3Cl)c2)cc1	-13.0
COCCN(CCOC)S(=O)(=O)c1ccc(C(=O)Nc2ncc(-c3ccccc3)s2)cc1	-11.0
COCCN1CCC(CNC(=O)COc2ccc(F)cc2)CC1	-8.0&3.0
CCC(=O)N(C)CCc1cc2c(c(OC)c1C=NNC(=O)c1ccccc1O)OCO2	-12.3
O=C(Nc1ccc(-c2nc3ccccc3s2)cc1)C1CCN(S(=O)(=O)c2ccc(Cl)s2)CC1	-15.0
O=C(c1cccs1)N1CCN(c2ccc3nnc(C4CC4)n3n2)CC1	-8.0
CSc1ccccc1NC(=O)c1cc2n(n1)CCCO2	1.0
CC(=NN=c1sc2ccccc2n1C)c1ccccn1	-1.8
O=S1CCC(=NO)c2ccccc21 (stereo not given)	1.1
COc1ccc(Cc2nnc(NC(=O)c3ccc(S(=O)(=O)N4CCOCC4)cc3)o2)cc1	4.0
CCc1ccc(S(=O)(=O)N2CCC(CN3C(=O)CNC3=O)CC2)cc1	-21.0
O=C(CCS(=O)(=O)c1ccccc1)Nc1nc(-c2ccc3c(c2)CCCC3)cs1	-11.0
Cn1cc(S(=O)(=O)N2CCCN(S(=O)(=O)CCOc3ccccc3)CC2)cn1	-22.0
S=c1[nH]nc(-c2ccccc2)n1N=Cc1cccs1	2.2
Cc1onc(-c2ccccc2Cl)c1C(=O)N1CCN=C1SCc1ccc(C(F)(F)F)cc1	2.0
CCOCC(=O)NCCc1cc(C)no1	-8.0
COCCNC(=O)Cc1ccc(-n2c(=O)c3ccccc3n(Cc3cccc(Cl)c3)c2=O)cc1	-12.0

Next part.
SMILES	PriA SSB inh
N#Cc1c(NC(=O)C2=COCCO2)sc2c1CCC2	0.0
O=C(NCC(O)c1csc2ccccc12)c1c(F)cccc1Cl (stereo not given)	0.0
CCNC(=O)C1Cc2ccccc2N1C(=O)c1cccs1 (stereo not given)	-13.0
CC(C)(C)c1ccc(C2CC2C(=O)NN=Cc2cc3ccccc3nc2Cl)cc1 (stereo not given)	-1.4
O=C(O)CNC(=O)CN1C(=O)c2cc(Cl)c(Cl)cc2C1=O	0.0
Cc1ccc(CN2c3ccccc3C(=O)/C(=C\Nc3ccc(NC(=O)c4ccco4)cc3)S2(=O)=O)cc1	-11.0
COc1ccc(Cl)cc1C(=O)N1C2CCC1CC(SC)C2 (stereo not given)	3.0
COc1ccc(N2CC(C(=O)Nc3cc(-c4cccs4)nn3-c3nc(C)cc(=O)[nH]3)CC2=O)cc1 (stereo not given)	-7.0
Cc1cccc(N2CC(C(=O)Nc3nnc(SCC(=O)NCc4ccco4)s3)CC2=O)c1 (stereo not given)	3.0
O=C(Nc1ncnc2c1CCC2)C1CCN(S(=O)(=O)c2cccs2)CC1	-12.0&-3.0
COc1ccc(CC(=O)NN=C(C)c2ccccn2)cc1	24.6
COCC(C)NC(=O)C(=O)Nc1ccccc1SC (stereo not given)	-18.0
CN(C)c1cccc(C(=O)NCc2cccnc2-c2ccsc2)c1	-7.0
Cc1cc(OC2CCN(C(=O)c3csc(-c4ccccc4)n3)CC2)cc(=O)o1	-5.0
COc1cccc(C(=O)N2CCN(c3ccc(-c4ccccn4)nn3)CC2)c1OC	94.0*
CC(Oc1ccc2c(c1)OCO2)C(=O)O (stereo not given)	-7.0
Cc1ccc(OCCN2CCN(S(=O)(=O)c3ccc4c(c3)C(=O)c3ccccc3C4=O)CC2)cc1	26.0
Cc1cc(NC(=O)c2ccc(S(=O)(=O)N(C)Cc3ccccc3)cc2)n(C)n1	8.0
O=C(Nc1cccc(-c2ccc3nnc(-c4cccnc4)n3n2)c1)c1cccc([N+](=O)[O-])c1	8.0
CCCCc1ccc(C(C)=NNc2cc(N3CCOCC3)nc(C)n2)cc1	3.8
COc1cc2nc(NC(=O)/C=C/c3cccs3)sc2cc1OC	-12.0
O=C(NCCCc1ccccc1)NC1CCN(c2nccs2)CC1	-12.0
N#Cc1cccc(C(=O)NCC2CCCN2c2ccccc2)c1 (stereo not given)	18.0
O=C(c1ccccc1C(F)(F)F)N1CCS[C@H](c2cc(F)ccc2F)CC1	-1.0
CCOC(=O)C(/C=C(\C#N)C(=O)OCC)=C(N)N1CCN(c2c(C)cccc2C)CC1	-10.1
O=C(c1ccccc1)c1sc(NC(=O)C2COc3ccccc3O2)nc1-c1ccccc1 (stereo not given)	-10.0&3.0
Cc1nc2ccccn2c1C(=O)NCC1CCN(c2cnccn2)CC1	3.0
CC(C)CS(=O)(=O)C1CN(C(=O)CSc2ncccn2)C1	-19.0
O=C(NN=Cc1ccncc1)c1ccc(NC(=O)c2ccc(Cl)cc2)cc1	1.3
Cc1sc(NC(=O)c2cc(-c3cccs3)nc3ccccc23)c(C(N)=O)c1C	-11.0
CC(CC(=O)N(C(C)C)C(C)C)=NNC(=O)COc1ccc(Br)cc1Br	5.4
COc1ccc(F)cc1S(=O)(=O)N1CCC(OC)CC1	-6.0
Cn1c(SCC(=O)Nc2cccc(C(F)(F)F)c2)nnc1-c1cccn(C)c1=O	-14.0
CC(O)(CNC(=O)c1noc2c1CCCC2)c1cc2ccccc2s1 (stereo not given)	-37.0
COC(=O)c1ccc(C(=O)Nc2nc3cc([N+](=O)[O-])ccc3s2)cc1	-1.0
COc1cccc2sc(N3CC(C(=O)Nc4nc(C)c(C)s4)C3)nc12	-1.0
O=C(NCCC(O)c1ccco1)C(=O)Nc1cccnc1 (stereo not given)	-5.0
Cc1ccc(C=NNC(=O)c2ccoc2C)s1	-9.2
CCc1nccn1CC1CCN(C(=O)COc2ccc(F)cc2)CC1	0.0
COc1nn(C)cc1C(=O)N1CCCC(C(=O)N2CCN(c3cccc(Cl)c3)CC2)C1 (stereo not given)	-9.0
Cn1nc(-c2ccc(F)cc2)cc1C(=O)Nc1cccc(N2CCCCC2=O)c1	-11.0
COc1cccc([C@H](CNC(=O)c2ccoc2)OC)c1	-8.0
CS(=O)(=O)N1CCC(CNC(=O)Cc2ccccc2Cl)CC1	1.0
COc1ccccc1NC(=O)C(=O)NN=C(C)CC(=O)Nc1ccccc1C(F)(F)F	-11.2
COc1ccc([N+](=O)[O-])cc1NC(=O)c1ccno1	-3.0
O=C(O)CNC(=O)CC1SC(=NN=Cc2ccccc2O)NC1=O (stereo not given)	-15.7
Cc1ccc(N2CCN(c3nc(-c4ccccc4)c4cc(C)ccc4n3)CC2)c(C)c1	-14.0
Cc1cncn(CCNS(=O)(=O)c2ccc(C(F)(F)F)cc2)c1=O	-4.0
O=C(CSc1nc2c(cnn2-c2cccc(Cl)c2)c(=O)[nH]1)c1ccccc1	-7.0
COc1cccc(-c2c(C(=O)NN=C(C)c3ccc(Cl)s3)nnn2-c2nonc2N)c1	-7.9
CCCN1C(=O)C(C)(C)COc2ccc(NS(=O)(=O)c3cc(Cl)ccc3C)cc21	18.0
O=C(Nc1nnc(-c2ccco2)o1)c1ccno1	-6.0&1.0
O=C(c1nc2ccccc2s1)N1CCCC(Cc2nc(-c3cnccn3)no2)C1 (stereo not given)	2.0
NC(=O)c1ccccc1OCC#CCNC(=O)CSC1CCCC1	-25.0
CCOc1ccc2nc(SCC(=O)N(c3ccccc3)C(C)C)[nH]c2c1	-23.0
O=C(Nc1ccc2c(c1)N(C(=O)c1cccs1)CC2)c1ccc2c(c1)OCO2	10.0
CC(C)(C)c1ccc(S(=O)(=O)Nc2ccc(O)c(Br)c2)cc1	-7.0
Cc1ccc(NC(=O)CSc2nnc3n(C)c(=O)c4ccc(C(=O)NC5CCCC5)cc4n23)cc1	-20.0
O=C(NCc1ccnc(N2CCOCC2)n1)c1nccc(N2CCCCC2)n1	-1.0
CCn1ccc(C(=O)Nc2nc(-c3nc4ccccc4s3)cs2)n1	-9.0&-4.0

(further entries)
SMILES	PriA SSB inh
Cc1cc(NC(=O)/C=C/c2ccccc2)n(C)n1	-10.0
CC(=O)N1c2ccc(S(=O)(=O)Nc3ccc4nc(C)n(-c5ccccc5)c(=O)c4c3)cc2CC1C (stereo not given)	-27.0&-12.0
NCC(O)(c1ccccc1)C1CC1 (stereo not given)	3.0
Cc1ccc(-c2csc3ncnc(NCc4ccccn4)c23)cc1	-4.0
Cc1cc(C=NNC(=O)CC(=O)NC2CCCCC2)c(C)n1-c1cccc(Cl)c1Cl	20.1
Cn1cccc1CC(=O)NN=Cc1ccccc1	0.2
O=C(Nc1ccc(F)cc1)c1cc(=O)c(OCc2ccccc2)c[nH]1	7.0
COc1ccc(N2C(=O)/C(=C\c3ccc(-c4ccc(Cl)cc4Cl)o3)SC2=S)cc1	-8.0
Cc1cnc2n(c1=O)C(CC(=O)O)CS2 (stereo not given)	-5.0
COC(=O)N1CCC(CNC(=O)c2cccc(C(F)(F)F)c2)CC1	6.0
CC1=C(C(=O)OC(C)C)[C@H](c2ccccc2F)NC(=O)N1C	0.0
COc1ccc(F)cc1S(=O)(=O)NCCOc1cc(C)cc(C)c1	-26.0

Only part of the results is shown, so the mix of outcomes need not match the whole.
